RSV antiviral HEp-2 = RSV antiviral activity via CPE protection, HEp-2 cells, primary 10 µM value included (AID 2391). CPE inhibition, % at 10 µM, or IC50 in µM where a hit was titrated. 310,000 tested, 0.13% active. HEp-2 cells, RSV-induced CPE inhibition; higher % means a stronger effect; in the data active means a potency from the dose series; inconclusive means CPE inhibition mostly from about 23% at the one dose, without a potency; inactive means the rest, 99 in 100 with CPE inhibition below about 21%; further: strong numbers were not always called active
M1AAP inhibition = malaria alanyl aminopeptidase activity blockers – biochemical, fluorogenic H-Leu-NHMec substrate, 1536-well (AID 1445); 220,000 tested, 0.42% active; one-dose inhibition, % at 30 µM; IC50 in µM for titrated hits; recombinant M1AAP, H-Leu-NHMec fluorogenic kinetic assay; higher % means a stronger effect;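 active means primary inhibition above the hit cutoff, then over 50% inhibition at one or more dose response concentrations, cut at about 23% in these data, passing the limit was not always enough; inconclusive means conflicting primary data, or primary hits not chosen for dose response; inactive means low primary inhibition, or under 50% at every dose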;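 further: plate controls were DMSO full reaction for no effect and no enzyme background for full effect; strong numbers were not always called active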
T cell HTS = modulates CD8 T cell binding to vesicles; 330,000 tested, 0.068% active; 2C CD8+ T cell-vesicle binding, flow cytometry; stronger effect = lower value; AID 2052; calls only at 7 µM;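 active means response, share of CD8 T cells binding vesicles, and their 90th percentile fluorescence all below set limits, cut at about 80% in these data, passing the limit was not always enough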
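Benchmarks: naked versus QL9-loaded vesicles / Assay system: purified 2C TCR transgenic mouse naive CD8+ T cells / Technique: high-throughput flow cytometry with anti-B7-1 and anti-CD8 staining / Timing: Cell–vesicle co-incubation 1.5 h at 37 °C, staining 20 min on ice / Read-out: percent CD8+ FL2 mean versus row control / Probe or stimulus: QL9-loaded Drosophila micro-vesicles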
TNAP activators = stimulation of alkaline phosphatase TNAP activity – biochemical, luminescent, no phosphate acceptor, uHTS, primary screen (AID 1001); purified TNAP, luminescent activation assay, no phosphate acceptor; higher activation fold means a stronger effect; 200,000 tested, 0.03% active; one-dose activation fold at 20 µM; EC50 in µM for titrated hits; in the data active means activation fold from about 3, or a potency from the dose series; inactive means the rest, 99 in 100 with activation fold below about 1.6; further: many of its hits are not listed in these tables
K1F lysis inhibition = protection from phage-mediated lysis, alamar blue read-out – E. coli UTI89, K1F phage, bacterial capsule biogenesis inhibitors (AID 488966); E. coli UTI89 K1F phage lysis, alamar blue, 2 h; higher % means a stronger effect; inhibition, % at 100 µM; hits with a dose series show IC50 in µM; 340,000 tested, 0.02% active;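 active means phage lysis inhibition, versus mean bacterial control, above a set limit; inconclusive means no clear call, values can overlap the other calls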;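 further: capsule biogenesis inhibitors block K1F phage lysis so surviving cells raise fluorescence; higher fluorescence means more inhibition of phage lysis; actives were called in the ten point dose series up to 300 µM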
human PMI inhibition = MPI enzyme activity inhibition – biochemical, fluorescence intensity, coupled assay, primary screen (AID 1209); purified PMI enzyme, coupled fluorescence intensity; higher % means a stronger effect; one-dose inhibition, % at 20 µM; IC50 in µM for titrated hits; 190,000 tested, 0.42% active;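 further: plate controls were DMSO vehicle for no effect and wells lacking substrate for full effect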
West Nile virus CPE = inhibition of WNV-induced cytopathic effect – cell-based, CPE readout (AID 1621); West Nile virus-infected cells, CPE inhibition; higher % means a stronger effect; CPE inhibition, % at 10 µM; hits with a dose series show IC50 in µM; 290,000 tested, 0.02% active; in the data active means a potency from the dose series; inconclusive means CPE inhibition mostly from about 3.7% at the one dose, without a potency; inactive means the rest, 99 in 100 with CPE inhibition below about 2.2%; further: strong numbers were not always called active
M17LAP inhibition = P. falciparum M17LAP inhibitors, primary screen, biochemical, fluorogenic H-Leu-NHMec substrate, 1536-well (AID 1619) | 220,000 tested, 0.38% active | recombinant M17LAP, H-Leu-NHMec fluorogenic kinetic assay; higher % means a stronger effect | inhibition, % at 30 µM, or IC50 in µM where a hit was titrated;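 active means compound inhibiting the enzyme by more than half at any dose during confirmatory dose-response retesting; inconclusive means strong single-dose inhibitors picked by rank but not retested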;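 further: plate controls were full reaction with DMSO carrier for no effect and no enzyme background for full effect; strong numbers were not always called active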
PMI inhibition = MPI inhibition at elevated mannose 6-phosphate – biochemical, fluorescence intensity, high mannose 6-phosphate, primary screen (AID 1220) | recombinant PMI enzyme, coupled fluorescence intensity; higher % means a stronger effect | inhibition, % at 20 µM; hits with a dose series show IC50 in µM | 190,000 tested, 0.66% active
T cell HTS vesicle-bound % = second read-out of T cell HTS, no call of its own (marks repeat the call); double positive events, %; measured here: CD8+ vesicle-bound cell fraction;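 binding gate set so that unloaded-vesicle control wells show 10% double positive cells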
Active calls of the source: *; i = inactive; ? = inconclusive; / = not tested or not shown; [ ] = dose if it differs, or a comment. Unless noted, no stated cut-off is given here; in the data, active means inhibition above about 50%; inactive means the rest.

Preview, 12 compounds:
SMILES	RSV antiviral HEp-2	M1AAP inhibition	T cell HTS	T cell HTS vesicle-bound %	TNAP activators	K1F lysis inhibition	human PMI inhibition	West Nile virus CPE	M17LAP inhibition	PMI inhibition
FC(F)(F)c1nnc(-c2ccccc2)nc1Sc1ccccc1	-2.2%	5%	i	57	1	0.3%	-9%	-1.0%	-5%	-6%
O=C(c1cc(COc2cccc3cnccc23)on1)N1CCC(c2ccccc2Cl)C1 (stereo not drawn)	1.8%	/	i	16	/	-0.1%	/	0.8%	/	/
O=C(O)c1ccc(Cl)c(S(=O)(=O)Nc2cccc(C(=O)Nc3cccc(C(F)(F)F)c3)c2)c1	0.6%	1%	i	26	1.1	1.8%	-2%	0.0%	15%	11%
CNCc1c(OCc2ccccc2F)ccc2ccccc12	-0.6%	-3%	i	47	1.1	0.9%	6%	-1.8%	-6%	7%
Cc1c(Cc2ccccc2)sc(NC(=O)Cc2ccccc2)c1C(N)=O	3.0%	/	i	38	/	5.2%	/	-0.1%	/	/
Cc1ccc(-n2ncc(C(=O)NCC3CCN(C4CCCC4)C3)c2C2CCN(C(=O)OC(C)(C)C)CC2)cc1 (stereo not drawn)	-1.0%	/	i	11	/	0.0%	/	-0.7%	/	/
COc1ccc2c(c1)C(=O)N(c1ccccc1C)C(=O)C2(C)C	0.9%	-6%	i	56	1.1	0.1%	-9%	-0.7%	0%	-4%
COc1ccc(OCC(=O)OCCNC(=O)c2cccnc2)cc1	1.6%	5%	i	59	1	-5.0%	-14%	0.3%	0%	-23%
COc1ccc(CC(NC(C)=O)C(=O)NC2CCN(S(=O)(=O)c3ccc(NC(C)=O)cc3)CC2)cc1OC (stereo not drawn)	1.3%	5%	i	47	1	/	/	-0.1%	1%	/
C=CCOC(=O)C1=C(C)NC(=O)NC1c1ccc(Cl)cc1 (stereo not drawn)	2.7%	7%	i	46	1.2	0.0%	-1%	-0.3%	-7%	9%
Oc1c(Br)cc(Br)cc1CNc1cccc2cccnc12	8.9%	/	i	35	/	-0.8%	/	0.1%	/	/
CCCC1(C(=O)OCC)NC(c2ccc(N(C)C)cc2)C2C(=O)N(c3ccc4c(c3)OCCO4)C(=O)C21 (stereo not drawn)	2.4%	3%	i	56	1	0.7%	2%	0.0%	-9%	2%

This part in full, from the first entry:
SMILES	RSV antiviral HEp-2	M1AAP inhibition	T cell HTS	T cell HTS vesicle-bound %	TNAP activators	K1F lysis inhibition	human PMI inhibition	West Nile virus CPE	M17LAP inhibition	PMI inhibition
FC(F)(F)c1nnc(-c2ccccc2)nc1Sc1ccccc1	-2.2%	5%	i	57	1	0.3%	-9%	-1.0%	-5%	-6%
O=C(c1cc(COc2cccc3cnccc23)on1)N1CCC(c2ccccc2Cl)C1 (stereo not drawn)	1.8%	/	i	16	/	-0.1%	/	0.8%	/	/
O=C(O)c1ccc(Cl)c(S(=O)(=O)Nc2cccc(C(=O)Nc3cccc(C(F)(F)F)c3)c2)c1	0.6%	1%	i	26	1.1	1.8%	-2%	0.0%	15%	11%
CNCc1c(OCc2ccccc2F)ccc2ccccc12	-0.6%	-3%	i	47	1.1	0.9%	6%	-1.8%	-6%	7%
Cc1c(Cc2ccccc2)sc(NC(=O)Cc2ccccc2)c1C(N)=O	3.0%	/	i	38	/	5.2%	/	-0.1%	/	/
Cc1ccc(-n2ncc(C(=O)NCC3CCN(C4CCCC4)C3)c2C2CCN(C(=O)OC(C)(C)C)CC2)cc1 (stereo not drawn)	-1.0%	/	i	11	/	0.0%	/	-0.7%	/	/
COc1ccc2c(c1)C(=O)N(c1ccccc1C)C(=O)C2(C)C	0.9%	-6%	i	56	1.1	0.1%	-9%	-0.7%	0%	-4%
COc1ccc(OCC(=O)OCCNC(=O)c2cccnc2)cc1	1.6%	5%	i	59	1	-5.0%	-14%	0.3%	0%	-23%
COc1ccc(CC(NC(C)=O)C(=O)NC2CCN(S(=O)(=O)c3ccc(NC(C)=O)cc3)CC2)cc1OC (stereo not drawn)	1.3%	5%	i	47	1	/	/	-0.1%	1%	/
C=CCOC(=O)C1=C(C)NC(=O)NC1c1ccc(Cl)cc1 (stereo not drawn)	2.7%	7%	i	46	1.2	0.0%	-1%	-0.3%	-7%	9%
Oc1c(Br)cc(Br)cc1CNc1cccc2cccnc12	8.9%	/	i	35	/	-0.8%	/	0.1%	/	/
CCCC1(C(=O)OCC)NC(c2ccc(N(C)C)cc2)C2C(=O)N(c3ccc4c(c3)OCCO4)C(=O)C21 (stereo not drawn)	2.4%	3%	i	56	1	0.7%	2%	0.0%	-9%	2%
C=C1CCN([C@@H](C)C(=O)NCc2ccc(Cl)cc2)S(=O)(=O)c2ccccc21	0.2%	4%	i	14	/	0.5%	/	-0.1%	11%	/
CCC(C)NC(=O)CCCCCn1c(=O)[nH]c2cc(OC)c(OC)cc2c1=O (stereo not drawn)	0.5%	0%	i	17	1	0.3%	-8%	1.3%	13%	-3%
COC(=O)c1oc2ccc(Br)cc2c1NC(=O)c1ccccc1	0.5%	-1%	i	51	1.1	0.2%	1%	0.1%	15%	-2%
COc1ccccc1C1=Nn2c(COc3ccccc3)nnc2SC1	1.0%	8%	i	55	1.1	/	68%*	-0.9%	-4%	26%
COc1ccc(OC)c(C=Nc2ccccc2-c2nc3ccccc3[nH]2)c1	5.3%	19%	i	8	1.1	2.9%[50 µM]	16%	-1.2%	-21%	5%
O=C(CCCn1c(=O)oc2ccccc21)Nc1cccnc1	1.4%	7%	i	59	1.1	0.9%	-4%	0.7%	-3%	-3%
CS(=O)(=O)Oc1ccc2c(c1)O/C(=C\c1cccc([N+](=O)[O-])c1)C2=O	5.4%	/	i	34	/	0.8%[50 µM]	/	-1.1%	/	/
[O-][n+]1onc2c1CCc1nnccc1-2	0.4%	-1%	i	9	1.1	-2.8%	5%	-0.2%	6%	0%
O=C(O)CCn1c(=O)n(CCC(=O)O)c(=O)n(CCC(=O)O)c1=O	-1.4%	2%	i	62	1	2.5%	-1%	1.1%	8%	0%
C=CC[C@]12C=C(OC)C(=O)C=C1O[C@@H](c1ccc3c(c1)OCO3)[C@H]2C	1.5%	/	i	13	/	0.2%	/	-0.5%	/	/
O=[N+]([O-])c1ccc(Oc2ccc(F)cc2Br)c2ccncc12	11%	9%	i	43	1.1	-0.2%	24%	1.6%	-1%	50%*
CC(C)OC(=O)CSc1nc2cccnc2n1-c1ccc(F)cc1	2.3%	6%	i	42	1.1	0.0%	9%	2.0%	-11%	8%
COc1ccc(N(CC(=O)NCCSCc2cccc(Cl)c2)S(C)(=O)=O)cc1Cl	3.6%	/	i	51	/	1.4%	/	-1.3%	/	/
COc1cc(NC(=O)COC(=O)/C=C/c2c(C)nn(-c3ccc(F)cc3)c2Cl)cc(OC)c1	2.5%	-1%	i	51	1.2	2.1%	25%	-0.4%	10%	12%
Cc1c(CC(=O)NCCCC(=O)O)c(=O)oc2cc3occ(-c4ccccc4)c3cc12	3.1%	/	i	29	/	1.4%[50 µM]	/	0.0%	/	/
CCc1ccc(-c2cc(C)no2)cc1S(=O)(=O)N1CCOc2ccc(C)cc21	21%	/	i	48	/	0.2%	/	0.6%	/	/
O=C1CC(=O)N(Cc2ccco2)C(=O)N1	1.7%	?	i	27	0.9	0.1%	-24%	/	4%	-45%
C/C(=N\NS(=O)(=O)c1c(C)cc(C)cc1C)c1ccncc1	5.2%	/	i	64	/	0.0%	/	0.6%	/	/
O=C(CSc1ccccc1)N[C@@H](Cc1ccccc1)C(=O)O	0.4%	3%	/	/	1.1	0.8%	1%	-0.7%	12%	0%
COc1ccc(Cl)cc1S(=O)(=O)N1CCN(c2ccc(F)cc2)CC1	8.4%	2%	i	26	1.1	1.0%	23%	-0.1%	-1%	21%
O=C1OC(C(=O)Nc2nccs2)Cc2ccccc21 (stereo not drawn)	0.5%	10%	i	2	1.1	4.4%	3%	0.0%	0%	1%
O=C(c1cccnc1)N1CCN(S(=O)(=O)c2ccc(S(=O)(=O)N3CCCC3)cc2)CC1	1.8%	3%	i	3	1.3	0.4%	-6%	-0.7%	-2%	-6%
Cc1ccccc1NC(=O)C(=O)c1cn(C)c2ccccc12	4.0%	10%	i	49	1.1	0.3%	-5%	-0.6%	9%	6%
Cc1cc(C(=O)NC(C)c2ccccc2)c2cc(F)ccc2n1 (stereo not drawn)	-0.1%	8%	i	48	1.1	-0.7%	0%	-0.5%	-3%	1%
COc1ccc(N2CCN(C(=O)c3ccc(OCC4CCCO4)cc3)CC2)cc1 (stereo not drawn)	11%	4%	i	28	1.1	0.7%	1%	-0.2%	1%	-3%
Cc1ccc(NC(=O)CCC(=O)NNC(=O)c2cccs2)cc1C	/	7%	/	/	1.1	0.1%	-2%	-0.2%	13%	-4%
CCCc1nc2sc3c(c2c(=O)[nH]1)CCCC3	-0.9%	0%	i	37	1	0.1%	3%	-0.6%	8%	-6%
CC(C)NC(=S)N/N=C/c1ccccc1[N+](=O)[O-]	1.5%	5%	i	48	1.1	0.0%	-3%	-1.2%	10%	-5%
CCN(CC)c1ccc(CNc2nc3ccccc3n2C(C)C)cc1	-0.9%	1%	i	46	/	2.0%[50 µM]	/	-0.3%	1%	/
COC(=O)c1c(NC(=O)COC(=O)CCc2ccc(S(=O)(=O)N3CCOCC3)cc2)sc2c1CCC2	7.4%	6%	i	53	1.2	-1.6%[50 µM]	4%	-0.4%	-17%	2%
COc1cc(OC)c(S(=O)(=O)N2CCOCC2)cc1S(=O)(=O)N1CCOCC1	0.7%	/	i	66	/	1.3%[50 µM]	/	-0.2%	/	/
N#CC1=C(N)Oc2n[nH]c(-c3cccnc3)c2C1c1cc(F)ccc1F (stereo not drawn)	2.2%	7%	i	23	0.8	0.4%	8%	-0.3%	1%	10%
CCOc1ccc(CCNC(=O)CCn2nc(C)c3c(C)n(-c4ccccc4)nc3c2=O)cc1	4.3%	/	i	11	/	0.2%	/	-0.6%	/	/

Compound activity as filed in PubChem BioAssay.
